TAAR1 ag: human TAAR1 agonism; Q96RJ0; CHO RD-HGA16 TAAR1, Fluo-8 calcium fluorescence; vehicle wells 0%, saturating PEA agonist 100%; activation, % at 3 µM; hit rate 0.99% among 360,000; AID 624467;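 active = activation above the mean activation of all test compounds in the run plus 3 SD, cut at about 38% in these data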
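System: CHO-derived RD-HGA16 cells with stable Gα16 and human TAAR1 / Times: 17-24 h plating, Fluo-8 75 min 37 °C, 30 min RT / Technique: calcium-sensitive Fluo-8 signal, excitation 470-495, emission 515-575 nm / Measure: % activation relative to PEA EC100 response / Benchmarks: DMSO and PEA EC100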
V1aR counter: counter-screen for oxytocin receptor agonists: human V1a receptor agonists. activation, % at 3 µM. CHO-V1R cells, Fluo-8 calcium fluorescence, agonist mode; 0% DMSO, 100% 3 nM vasopressin. P37288. hit rate 0.25% among 320,000;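 active = activation above the mean activation of all tested compounds plus 3 SD, per screening run, cut at about 20% in these data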;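 note: signal is peak over basal fluorescence ratio across a 100 second FLIPR read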
OXTR potentiate: potentiators of human oxytocin receptor | P30559 | CHO-OTR cells, Fluo-8 calcium fluorescence, potentiator mode; 0% = oxytocin EC15, 100% = EC100 | activation, % at 3 µM | hit rate 0.061% among 320,000;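 active = activation above that plate's cutoff, the mean activation of tested compounds plus 3 SD, cut at about 6.6% in these data, passing the limit was not always enough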;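 note: 100% uses oxytocin at 75 nM as the full agonist control; some results filed as inactive read as strong as hits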
Target sequence (P30559 whole entry, looked up): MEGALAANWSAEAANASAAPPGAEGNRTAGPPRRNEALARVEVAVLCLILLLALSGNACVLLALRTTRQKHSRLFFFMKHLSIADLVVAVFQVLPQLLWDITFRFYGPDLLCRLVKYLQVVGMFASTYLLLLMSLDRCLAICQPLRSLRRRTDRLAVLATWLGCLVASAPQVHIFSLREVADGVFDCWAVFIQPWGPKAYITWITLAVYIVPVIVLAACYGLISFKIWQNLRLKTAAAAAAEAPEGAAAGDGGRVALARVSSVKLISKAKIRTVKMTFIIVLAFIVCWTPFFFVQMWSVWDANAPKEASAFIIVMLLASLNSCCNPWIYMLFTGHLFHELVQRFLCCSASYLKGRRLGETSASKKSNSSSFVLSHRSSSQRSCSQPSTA
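Assay system: CHO cell line stably expressing human OTR | Also added: Oxytocin at about EC15, sub-maximal agonist stimulus | Times: Compound 6 min at room temperature before oxytocin, 100 s read | Measured by: Fluo-8 intracellular calcium fluorescence, ex 470-495, em 515-575 nm | Controls: EC15 oxytocin alone as 0%, 75 nM oxytocin as 100%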
CHO parental Ca: counter-screen: ATP calcium response change in parental CHO cells | parental CHO-K1, ATP-induced calcium, Fluo-8 fluorescence | inhibition, % at 5.6 µM | hit rate 0.63% among 330,000;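 active = inhibition above that plate's mean sample inhibition plus 3 SD, cut at about 26% in these data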;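 note: 0% = ATP-challenged DMSO wells and 100% = DMSO wells without ATP; some compounds past the cut are filed as inactive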
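Test system: untransfected parental CHO cell line; also added: ATP stimulus; dosing: 5.6 µM, single dose; signal: calcium-sensitive Fluo-8 fluorescence; measure: percent inhibition of ATP-evoked calcium rise, normalized to controls; benchmarks: low control ATP plus DMSO, high control DMSO only; replication: one well per compound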
TAAR1 antag: antagonists of human TAAR1. Q96RJ0. CHO RD-HGA16 TAAR1, Fluo-8 calcium fluorescence, antagonist. inhibition, % at 3 µM. hit rate 1.5% among 360,000. AID 624466;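 active = inhibition above a per-plate cutoff, the mean inhibition of test compounds on that plate plus 3 SD, cut at about 49% in these data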;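 note: 0% = DMSO plus EC80 beta-PEA response and 100% = DMSO alone without agonist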
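Material: CHO RD-HGA16 cells bearing hTAAR1; compound dosing: one-point dosing, 3 µM nominal final; schedule: dye loading 75 min at 37 °C, then 30 min room temperature; measured by: calcium fluorescence with Fluo-8; control set: vehicle and agonist controls; replication: n of 1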
M1 ag parental: nonselective activator or artifact in parental CHO-K1 cells; Fluo-8 calcium fluorescence; scaled to maximal ATP response, vehicle zero; hit rate 0.48% among 360,000; activation, % at 3 µM; in the data active = activation above about 15%;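 note: untransfected CHO-K1 host cells lacking M1 receptor as counterscreen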
M1 ag: agonists of human M1 muscarinic receptor. P11229. activation, % at 3 µM. hit rate 0.33% among 360,000. CHO-K1 hM1, Fluo-8 calcium fluorescence, agonist mode; 0% DMSO, 100% acetylcholine EC100;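 active = activation above the run's mean compound activation plus 3 SD, cut at about 16% in these data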;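 note: peak over basal fluorescence ratio within a 140 s kinetic read after compound addition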
Target sequence (P11229 whole entry, looked up): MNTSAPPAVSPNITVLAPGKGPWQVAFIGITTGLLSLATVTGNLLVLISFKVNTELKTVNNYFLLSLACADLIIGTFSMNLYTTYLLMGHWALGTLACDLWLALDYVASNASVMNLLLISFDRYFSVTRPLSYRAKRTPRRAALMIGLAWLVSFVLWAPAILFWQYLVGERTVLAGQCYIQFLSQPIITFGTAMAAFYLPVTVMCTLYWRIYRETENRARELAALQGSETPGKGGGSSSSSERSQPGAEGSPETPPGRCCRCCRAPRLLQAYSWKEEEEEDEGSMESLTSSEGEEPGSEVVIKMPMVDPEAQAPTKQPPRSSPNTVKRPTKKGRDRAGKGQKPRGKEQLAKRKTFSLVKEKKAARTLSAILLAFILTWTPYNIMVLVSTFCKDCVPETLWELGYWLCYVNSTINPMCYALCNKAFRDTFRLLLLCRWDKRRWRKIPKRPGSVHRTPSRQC
CHO-K1 Ca antag: counter-screen for M1 antagonists: effect in parental CHO-K1 cells; ATP-induced calcium, Fluo-8 fluorescence; inhibition, % at 3 µM; hit rate 0.6% among 360,000;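 active = inhibition above a per-plate cutoff, the plate's mean sample inhibition plus 3 SD, cut at about 24% in these data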;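 note: 0% = DMSO plus EC80 ATP and 100% = DMSO alone without ATP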
CHO-K1 Ca PAM: nonselective activator or artifact in parental CHO-K1 calcium assay. ATP EC20, Fluo-8 calcium fluorescence; 0% at ATP EC20, 100% at ATP max. hit rate 0.02% among 360,000. AID 602247. activation, % at 3 µM;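 active = activation above the run cutoff, the mean activation of all test compounds plus 3 SD, cut at about 40% in these data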;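 note: peak over basal fluorescence ratio in a 140 s read after ATP addition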
* marks the source's active call; other numbers are inactive results; . = not tested or not shown.

SMILES	TAAR1 ag	V1aR counter	OXTR potentiate	CHO parental Ca	TAAR1 antag	M1 ag parental	M1 ag	CHO-K1 Ca antag	CHO-K1 Ca PAM
O=C(Nc1ccc(-c2cnco2)cc1)c1ccc(Cl)cc1	3	-1.5	-3	0	-30	1.2	-4	-1	17
COc1cc(S(=O)(=O)N(Cc2ccccn2)Cc2ccco2)ccc1-n1cnnn1	3	0.3	-8	-14	9	3.8	-8	-16	14
CCOc1ccc(Cc2nc(C)c(CC(=O)N3CCCCC3)c(=O)[nH]2)cc1	2	-0.4	6	-13	8	-0.1	-3	4	14
O=C1C2C3C=CC(CC3)C2C(=O)N1/N=C/c1c(O)ccc2ccccc12 (configuration not stated)	4	-0.3	-12	-18	-10	-0.5	-5	12	7
CC(=O)NC(=O)c1cnn(-c2ccccc2)c1N	2	-0.6	-2	-9	12	0.1	-2	-2	14
O=C(CCN1C(=O)C2CC=CCC2C1=O)Nc1ccc(S(=O)(=O)N2CCCCC2)cc1 (configuration not stated)	3	.	.	.	2	1.5	-2	-5	-3
S=C(NCc1ccc(Cl)cc1Cl)Nc1ccccc1	9	8.8	-16	-1	19	11	-2	5	0
Cc1nc(-c2ccc(C(F)(F)F)cc2)sc1C(=O)NN	0	1.1	-2	-11	-31	-0.2	0	8	-15
COc1ccccc1C(=O)NC(C)c1ccccc1 (configuration not stated)	5	-1.1	5	-17	-26	0.0	-4	0	21
COc1ccc(CCNC(=O)CSc2nc3[nH]ncc3c(=O)n2-c2ccc(Cl)cc2Cl)cc1OC	7	-1.2	-7	-16	7	-0.2	1	-15	14
O=C(C1CCN(S(=O)(=O)c2cccc3nonc23)CC1)N1CCCCC1	10	-0.3	-3	-5	-7	1.3	-3	-14	15
CC(=O)NC1CCC(=O)C=C1c1ccccc1 (configuration not stated)	0	.	.	.	4	0.5	-1	-9	8
S=c1[nH]nc(C2CCCCC2)n1/N=C/c1ccc(Br)cc1	0	0.6	-6	-11	-32	1.5	-3	-3	-11
CCOC(=O)c1sc(NC(=O)Nc2ccccc2)cc1C	11	9.6	-10	22	47	17*	-3	29*	0
Cc1cccc(C(=O)N2CCC(=O)N(C(COCc3ccc(Cl)cc3)Cc3ccccc3)CC2)c1 (configuration not stated)	10	-0.2	-9	-25	41	-0.6	-4	-4	1
Cc1nc2sc3c(c2c(=O)n1/N=C/c1ccco1)CCCC3	1	-0.5	-5	-12	7	0.3	-6	-4	11
CCC1(c2ccccc2)NC(=O)N(CC(=O)NC2CCCCCC2)C1=O (configuration not stated)	4	0.3	-4	-7	-9	0.7	-2	-4	12
CCc1cccc(CC)c1NC(=O)COC(=O)c1ccc(F)c(S(=O)(=O)N(CC)CC)c1	1	0.5	-6	-23	-20	-0.2	-1	20	-14
Cc1cccc(C)c1Nc1nnc(SCC(=O)NC2CCS(=O)(=O)C2)s1 (configuration not stated)	3	-0.6	-1	-6	-4	1.1	-5	-11	19
O=C(NNC(=O)C1CC(=O)N(Cc2ccccc2)C1)c1ccc(F)cc1 (configuration not stated)	1	1.3	1	1	-20	0.8	0	-2	-1
Cc1cccc(NC(=O)[C@@H]2CCCN2C(=O)OC(C)(C)C)c1	2	0.0	-6	-14	-4	0.8	-3	-5	6
O=C(CSCC(=O)Nc1nc(-c2ccc3c(c2)OCO3)cs1)Nc1nccs1	16	8.2	-11	24	54*	11	5	-2	25
Cc1ccc2oc(-c3ccccc3)nc2c1	1	0.1	-2	0	-10	0.3	-3	-4	-3
O=C(CSc1nc2ccccc2c(=O)n1Cc1ccco1)c1ccccc1	1	-0.1	0	7	21	-0.1	-3	-8	6
O=C(O)c1ccc(CNC(=O)C2CCN(S(=O)(=O)c3ccc4c(c3)OCCO4)CC2)cc1	1	.	.	.	-17	-0.1	0	18	-4
CCN(CC(=O)Nc1c(F)cccc1F)C(=O)CSCc1c(C)noc1C	3	0.0	-2	-6	-2	0.6	-2	3	-1
COc1ccc2[nH]c(=O)c(CN(Cc3ccc4c(c3)OCO4)C(C)=O)cc2c1	-3	0.4	-3	-24	6	0.5	2	6	3
COc1ccccc1OCCn1cc(/C=C(\C#N)C(=O)NCc2cccs2)c2ccccc21	0	-0.1	-4	-30	-1	0.5	-5	-5	14
COCCCN1C(=O)C(CC(=O)NC2CCCCC2)CC(C(=O)N(C)C)=C1C (configuration not stated)	7	.	.	.	2	-0.3	1	-2	0
COc1ccc2oc(=O)c(C(=O)Nc3ccccc3C)cc2c1	1	0.5	-14	1	14	1.2	-2	-7	20
CCc1ccc(OCC(=O)Nc2ccc(N3CCN(C(=O)c4ccccc4)CC3)cc2)cc1	0	10	-16	18	-24	1.1	-1	-12	-9
O=C(Nc1ccc(Cc2ccncc2)cc1)c1ccc([N+](=O)[O-])o1	4	11	-13	-2	2	1.1	-1	12	-14
O=C(CSc1nnc(-c2ccncc2)n1Cc1ccccc1)NC1CCCc2ccccc21 (configuration not stated)	4	0.8	-2	-25	15	0.7	-8	-2	15
C=CCc1ccccc1OCCNCc1ccccc1	17	1.8	-7	-26	-13	3.1	-11	-8	10
COc1ccc(-c2[nH]ncc2/C=C(/C#N)C(=O)NC2CCCCC2)cc1	1	0.2	-12	-2	18	-0.6	-6	-2	3
CC1(C(=O)O)CCC(C(=O)Nc2ccc(OC(F)(F)Cl)cc2)C1(C)C (configuration not stated)	5	1.6	-13	-5	-2	1.1	1	-10	-7
Cc1ccc(S(=O)(=O)N2C[C@H]3C(=O)C[C@@H]4C(=O)N(c5ccccc5)C(=O)[C@@H]4[C@@H]3C[C@H]2c2cccc(Cl)c2)cc1	10	.	.	.	60*	5.2	-2	31*	-1
CC1(C)CC(=O)C2=C(C1)NC1=C(C(=O)c3ccccc31)C2c1ccccc1 (configuration not stated)	1	-0.3	-5	-23	-9	1.0	-7	3	-2
CCN(CC)S(=O)(=O)c1cc(C(=O)Oc2cccc(-c3cnc4ccccc4n3)c2)ccc1OC	8	1.0	-6	-15	13	0.3	-10	-12	31
Cc1sc2ncnc(SCC(=O)N3CCOCC3)c2c1C	-2	2.2	4	-11	-8	2.0	1	-16	23

Part of the list above, with values under each structure:
Value order: TAAR1 ag | V1aR counter | OXTR potentiate | CHO parental Ca | TAAR1 antag | M1 ag parental | M1 ag | CHO-K1 Ca antag | CHO-K1 Ca PAM
> O=C(CSc1nc2ccccc2c(=O)n1Cc1ccco1)c1ccccc1
  1 | -0.1 | 0 | 7 | 21 | -0.1 | -3 | -8 | 6
> O=C(O)c1ccc(CNC(=O)C2CCN(S(=O)(=O)c3ccc4c(c3)OCCO4)CC2)cc1
  1 | . | . | . | -17 | -0.1 | 0 | 18 | -4
> CCN(CC(=O)Nc1c(F)cccc1F)C(=O)CSCc1c(C)noc1C
  3 | 0.0 | -2 | -6 | -2 | 0.6 | -2 | 3 | -1
> COc1ccc2[nH]c(=O)c(CN(Cc3ccc4c(c3)OCO4)C(C)=O)cc2c1
  -3 | 0.4 | -3 | -24 | 6 | 0.5 | 2 | 6 | 3

Continued:
SMILES	TAAR1 ag	V1aR counter	OXTR potentiate	CHO parental Ca	TAAR1 antag	M1 ag parental	M1 ag	CHO-K1 Ca antag	CHO-K1 Ca PAM
CN(C)/C=N/NC(=O)c1ccc(Cl)cc1	2	1.1	-1	1	3	3.5	-7	-6	21
O=S1(=O)NC(=NC2CCCCCC2)c2ccccc21	8	1.4	-7	-16	9	1.6	-6	-16	28
O=C1NC[C@H](Cc2ccc(O)cc2)N(C[C@H]2CCCN2C[C@H](Cc2ccc(O)cc2)N2C[C@H](Cc3ccc(O)cc3)N(CCc3ccccc3)C(=O)C2=O)C1=O	11	.	.	.	-4	0.1	-7	4	-4
CSc1ccc(-c2nc(CSCC(=O)N3CCOCC3)c(C)o2)cc1	8	8.3	-14	-8	9	1.8	-1	23	-7
COC(=O)Nc1ccc([N+](=O)[O-])cc1OC	2	0.4	-8	9	-26	2.6	-7	-2	25
CCc1ccccc1NC(=O)CSc1ncn[nH]1	2	1.4	-6	-5	-5	0.2	-5	-2	-4
C[C@H](NC(=O)c1nc[nH]c1C(=O)NC1CCNCC1)C(=O)OC(C)(C)C	4	0.4	-4	10	-15	0.2	-5	-10	4
CC(C)SCC(=O)Nc1ncc2c(n1)-c1ccccc1CC2	-2	0.7	-6	-17	13	6.1	-7	5	5
CC1(C)Cc2c(sc3nc4n(c(=N)c23)CCC4)CO1	3	0.9	0	-2	-14	-0.6	-4	0	6
CCOc1cc(/C=C2\C(=N)N3N=C(C)SC3=NC2=O)ccc1OCCOc1cccc(OC)c1	1	-1.3	-22	7	37	2.0	-2	-2	12
CCc1ccc(NC(=O)c2noc(C(C)C)c2[N+](=O)[O-])cc1	3	1.0	-15	-3	3	2.4	-9	4	10
CCOC(=O)Cn1cc(C(=O)C2CC2)c2ccccc21	12	-0.5	-1	-12	-1	0.2	-1	-9	-4
O=C(Nc1cccnc1Cl)c1cc2c(s1)-c1ccccc1OC2	2	0.7	-11	-30	12	4.4	-3	-6	-1
CCN1CCN(c2nc(-c3ccccc3)nc3ccccc23)CC1	6	0.1	-2	-17	2	1.5	-8	-7	28
COC(=O)c1ccc(=O)c2nc3/c(=C/O)c(O)cc(=O)c3[nH]c12	1	0.3	2	-9	12	-0.1	-4	12	-7
Cc1cc(C)nc(SCc2nnc(SCC(=O)Nc3nccs3)n2C)n1	11	.	.	.	-3	0.3	-1	-5	17
O=C(c1n[nH]c(=O)c2ccccc12)N1CCN(S(=O)(=O)c2ccccc2Cl)CC1	2	0.8	-4	-16	-14	1.7	1	-18	5
COCCNC(=S)N(CCCO)Cc1cc2cc3c(cc2[nH]c1=O)OCO3	3	.	.	.	-10	0.4	0	-8	17
CC1(c2ccccc2)NC(=O)N(CC(=O)Nc2ccc(N3CCOCC3)cc2N2CCOCC2)C1=O (configuration not stated)	2	0.6	4	-14	-6	0.2	-2	3	2
O=C(Cn1c(NCCCO)nc2ccccc21)c1cccs1	5	0.7	3	-5	-4	0.4	-3	-7	-9
COC(=O)c1ccc(OCC(=O)Nc2ccsc2C(=O)OC)cc1	3	-0.2	-4	-13	2	1.1	-4	-15	5
Cc1cc(OCCN2CCCC2)ccc1[N+](=O)[O-]	0	1.3	-9	5	-11	1.1	-8	-6	23
O=C1CC2(CCCC2)C(=O)N1c1ccc(S(=O)(=O)NCC2CC2)cc1Cl	1	-0.7	-1	-23	-25	4.8	-5	-9	13
